TIM10 inh: growth inhibitors of isogenic TIM10 control yeast, primary screen, counter-screen for tim10-1 yeast inhibitor project, luminescence, uHTS; S. cerevisiae TIM10 strain growth, BacTiter-Glo luminescence, 24 h; inhibition, % at 10 µM; 1.4% of 330,000 active;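 active = inhibition of 40% or more at the single tested concentration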;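 note: wild-type TIM10 isogenic control strain grown at permissive 25 °C; 0% = DMSO yeast wells and 100% = minimal medium wells without yeast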
tim23-1 inh: growth inhibitors of tim23-1 mutant yeast, primary screen, luminescence, uHTS; S. cerevisiae tim23-1 growth, BacTiter-Glo luminescence, 24 h; inhibition, % at 20 µM; AID 463212, 2010; 1.3% of 330,000 active;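 active = growth inhibition of the mutant yeast at or above 50%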;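 note: temperature-sensitive mutant grown at 25 °C; plate controls were DMSO-treated mutant yeast for no effect and medium wells lacking yeast for full effect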
697 NFkB inh: inhibitors of PMA/ionomycin-induced NF-kB reporter, 697 cells, primary screen, B-cell NF-kB inhibitor project, cell-based, luminescence, uHTS; 697 B-cell NF-kB luciferase reporter, 16 h; inhibition, % at 4 µM; 0.33% of 330,000 active; in the data active = inhibition above about 35%
Jurkat NFkB inh: inhibitors of induced NF-kB luciferase reporter, primary screen, TCR NF-kB activation inhibitor project, cell-based, luminescence, uHTS | Jurkat, PMA/ionomycin-induced NF-kB luciferase reporter | AID 435003, 2010 | 0.53% of 330,000 active | inhibition, % at 4 µM; in the data active = inhibition above about 50%
tim10-1 inh: growth inhibitors of tim10-1 mutant yeast, primary screen, luminescence, uHTS | S. cerevisiae tim10-1 ts strain growth, BacTiter-Glo, 24 h | inhibition, % at 20 µM | 2.2% of 330,000 active;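 active = inhibition of at least 40%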;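 note: mutant grown at 25 °C; 0% = DMSO wells with yeast and 100% = wells holding no yeast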
UPR CHOP act: activators of apoptotic CHOP UPR arm, primary screen, cell-based, CHO-CHOP luciferase reporter, luminescence, uHTS | UPR activation; percent of tunicamycin response over DMSO baseline | activation, % at 10 µM | 0.34% of 330,000 active | AID 449763, 2010;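 active = at 10 µM dose, activation of 40% or more, normalized to positive control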;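 note: 100% = tunicamycin at 10 µg/mL and 0% = DMSO alone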
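System: CHO-CHOP luciferase reporter cell line | Buffer or medium: F12 medium containing 10% fetal bovine serum | Doses: One dose, 10 µM in 0.5% DMSO | Times: 6 h compound exposure at 37 °C after overnight seeding | Signal: Luciferase luminescence | Read-out: % activation vs tunicamycin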
Mdm2-MdmX inh: inhibitors of human Mdm2-MdmX association, primary screen, cell-based, luminescence, split luciferase, SaOS-2, uHTS; SaOS-2 split-luciferase Mdm2/MdmX complementation; AID 485346, 2010; inhibition, % at 8 µM; 3% of 330,000 active; Protein Mdm4 (Homo sapiens) + E3 ubiquitin-protein ligase Mdm2 (Homo sapiens), …;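 active = inhibition of at least 50% at 8 µM in the primary screen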
Target sequence (O15151 whole entry, looked up): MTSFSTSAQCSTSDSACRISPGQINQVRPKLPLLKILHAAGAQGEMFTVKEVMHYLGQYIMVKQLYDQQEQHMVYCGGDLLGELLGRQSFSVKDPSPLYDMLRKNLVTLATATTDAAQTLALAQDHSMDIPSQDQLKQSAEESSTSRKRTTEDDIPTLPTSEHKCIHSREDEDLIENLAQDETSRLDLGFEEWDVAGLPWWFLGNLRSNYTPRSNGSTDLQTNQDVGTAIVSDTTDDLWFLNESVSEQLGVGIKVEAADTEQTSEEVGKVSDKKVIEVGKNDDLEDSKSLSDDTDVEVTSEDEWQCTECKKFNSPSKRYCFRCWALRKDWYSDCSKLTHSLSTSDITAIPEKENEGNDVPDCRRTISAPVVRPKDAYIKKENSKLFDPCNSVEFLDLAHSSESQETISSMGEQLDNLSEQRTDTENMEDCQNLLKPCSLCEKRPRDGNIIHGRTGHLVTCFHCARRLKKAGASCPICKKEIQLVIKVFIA
Target sequence (Q00987 whole entry, looked up): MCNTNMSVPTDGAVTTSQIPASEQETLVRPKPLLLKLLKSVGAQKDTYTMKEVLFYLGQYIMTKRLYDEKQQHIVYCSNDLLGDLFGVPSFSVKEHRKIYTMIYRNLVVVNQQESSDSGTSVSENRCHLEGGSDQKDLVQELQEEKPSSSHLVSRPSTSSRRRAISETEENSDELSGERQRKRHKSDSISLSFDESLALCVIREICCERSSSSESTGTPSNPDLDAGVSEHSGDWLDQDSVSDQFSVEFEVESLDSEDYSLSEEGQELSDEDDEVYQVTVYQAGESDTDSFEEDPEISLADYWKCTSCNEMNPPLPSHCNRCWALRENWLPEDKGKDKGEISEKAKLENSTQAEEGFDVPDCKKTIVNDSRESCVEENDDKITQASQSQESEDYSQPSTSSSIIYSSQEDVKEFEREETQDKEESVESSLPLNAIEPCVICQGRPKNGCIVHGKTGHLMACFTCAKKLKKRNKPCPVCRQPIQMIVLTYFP
UPR XBP1 act: activators of adaptive XBP1 UPR arm, primary screen, cell-based, CHO-XBP1 luciferase reporter, luminescence, uHTS; IRE1-XBP1 UPR activation; percent of tunicamycin response, DMSO as zero; activation, % at 20 µM; 0.33% of 330,000 active; AID 463104, 2010;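 active = versus positive control, 20 µM dose yields 30% or more activation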;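 note: 100% = tunicamycin at 10 µg/mL and 0% = DMSO only wells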
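Material: CHO cell line with stable XBP1 luciferase reporter; schedule: 16-18 h cell attachment at 37 °C, then 6 h compound exposure; signal: glow luminescence from Steady-Glo reagent; medium: serum-containing F12 medium, 10% FBS; benchmarks: tunicamycin 10 µg/mL and vehicle-only wells; read-out: percent activation relative to tunicamycin reference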
Active calls of the source: *.

`S=C(Nc1ccc(Cl)cc1)N1CCN(Cc2ccccc2)CC1` gave TIM10 inh -36, tim23-1 inh 28, 697 NFkB inh 12, Jurkat NFkB inh -7, tim10-1 inh 22, UPR CHOP act 1.3, Mdm2-MdmX inh 8 and UPR XBP1 act -3.
Screening O=C(CN(Cc1ccccc1Cl)C(=O)c1csnn1)NCc1ccc2c(c1)OCO2 returned TIM10 inh 9, tim23-1 inh 15, 697 NFkB inh 4, Jurkat NFkB inh 4, tim10-1 inh 6, UPR CHOP act 2.7, Mdm2-MdmX inh -13 and UPR XBP1 act 3.
For COc1ccc(C2(O)C(=O)Nc3ccc(C)cc32)cc1OC (stereo unspecified) the results were TIM10 inh 8, tim23-1 inh 12, 697 NFkB inh 13, Jurkat NFkB inh -8, tim10-1 inh -12, UPR CHOP act 2.1, Mdm2-MdmX inh 17 and UPR XBP1 act -2.
Screening Cc1c(C(=O)N2CCN(Cc3ccccc3)CC2)oc2c1C(=O)CC(C)(C)C2 returned TIM10 inh 8, tim23-1 inh 8, 697 NFkB inh -9, Jurkat NFkB inh -6, tim10-1 inh 4, UPR CHOP act -0.6, Mdm2-MdmX inh 4 and UPR XBP1 act -3.
Cc1cc(C)c(C#N)c(SCc2ccccc2)n1 was read as TIM10 inh -4, tim23-1 inh 10, 697 NFkB inh -1, Jurkat NFkB inh 7, tim10-1 inh 14, UPR CHOP act -1.4, Mdm2-MdmX inh 6 and UPR XBP1 act -3.
For Cc1nc(/N=C(\N)NC(=O)N2c3ccccc3Sc3ccccc32)nc2ccccc12 the results were TIM10 inh 10, tim23-1 inh 25, 697 NFkB inh -12, Jurkat NFkB inh 11, tim10-1 inh 7, UPR CHOP act 2.7, Mdm2-MdmX inh 23 and UPR XBP1 act 2.
Screening CNS(=O)(=O)c1ccc(NC(=O)Nc2cccc(F)c2)cc1 returned TIM10 inh 0, tim23-1 inh 7, 697 NFkB inh -32, Jurkat NFkB inh -46, tim10-1 inh 8, UPR CHOP act 3.4, Mdm2-MdmX inh -22 and UPR XBP1 act 1.
Screening C/C(=N\Nc1nc(C)cc(=O)[nH]1)C1CC1 returned TIM10 inh 27, tim23-1 inh 7, 697 NFkB inh -27, Jurkat NFkB inh -1, tim10-1 inh 5, UPR CHOP act -2.0, Mdm2-MdmX inh -4 and UPR XBP1 act 2.
For CCCCOP(=O)(c1ccc(N(C)C)cc1)C(O)c1cccnc1 (stereo unspecified) the results were TIM10 inh 2, tim23-1 inh -6, 697 NFkB inh 12, Jurkat NFkB inh -2, tim10-1 inh 14, UPR CHOP act -2.8, Mdm2-MdmX inh 6 and UPR XBP1 act -2.
`C#Cc1ccc([C@@H]2C=C(C(=O)OCC=C)O[C@H](OCc3ccc(CO)cc3)C2)cc1` gave TIM10 inh 5, tim23-1 inh 31, 697 NFkB inh 18, Jurkat NFkB inh -8, tim10-1 inh 25, UPR CHOP act -1.2, Mdm2-MdmX inh 15 and UPR XBP1 act 3.
Screening COc1ccc(F)c(CN2CCCC(CNS(=O)(=O)c3cccc4cccnc34)C2)c1 (stereo unspecified) returned TIM10 inh -1, tim23-1 inh 12, 697 NFkB inh 7, Jurkat NFkB inh -3, tim10-1 inh 11, UPR CHOP act 5.8, Mdm2-MdmX inh 8 and UPR XBP1 act -2.
For COc1ccc(OC)c(C(O)c2coc3ccc(O)c(CN(C)C)c23)c1 (stereo unspecified) the results were TIM10 inh -7, tim23-1 inh 25, 697 NFkB inh -4, Jurkat NFkB inh 0, tim10-1 inh 14, UPR CHOP act 0.9, Mdm2-MdmX inh 22 and UPR XBP1 act -1.
Screening CCC(NC(=O)CNC(=O)CNC(=O)c1ccc(Cl)cc1Cl)c1ccc(C)cc1 (stereo unspecified) returned TIM10 inh 0, tim23-1 inh -2, 697 NFkB inh 18, Jurkat NFkB inh 12, tim10-1 inh 0, UPR CHOP act -0.8, Mdm2-MdmX inh 21 and UPR XBP1 act -2.
For O=C(CNC(=O)c1ccc2c(c1)OCO2)NCc1cccs1 the results were TIM10 inh -6, tim23-1 inh -4, 697 NFkB inh 8, Jurkat NFkB inh -8, tim10-1 inh -13, UPR CHOP act 0.1, Mdm2-MdmX inh -14 and UPR XBP1 act -1.
For Cc1ccc(S(=O)(=O)NCC(=O)N(CC(=O)NCc2ccco2)Cc2cccs2)cc1 the results were TIM10 inh 2, tim23-1 inh 7, 697 NFkB inh 16, Jurkat NFkB inh 12, tim10-1 inh -2, UPR CHOP act -0.9, Mdm2-MdmX inh 0 and UPR XBP1 act -3.
Screening NC(=O)CC(NC(=O)Cc1ccc(Cl)cc1)c1ccc(NCCOc2ccccc2)c([N+](=O)[O-])c1 (stereo unspecified) returned TIM10 inh -19, tim23-1 inh -4, 697 NFkB inh 1, Jurkat NFkB inh -11, tim10-1 inh -2, UPR CHOP act 0.6, Mdm2-MdmX inh 23 and UPR XBP1 act 0.
Screening O=C(CCN1C(=O)C2C3C=CC(C3)C2C1=O)N1CCN(c2ccccc2Cl)CC1 (stereo unspecified) returned TIM10 inh 4, tim23-1 inh 22, 697 NFkB inh -12, Jurkat NFkB inh 14, tim10-1 inh 13, UPR CHOP act -1.0, Mdm2-MdmX inh -6 and UPR XBP1 act -4.
`CCc1ccc(-c2cc(C(=O)N/N=C/c3c[nH]c4ccccc34)[nH]n2)cc1` gave TIM10 inh 19, tim23-1 inh 7, 697 NFkB inh -47, Jurkat NFkB inh 60*, tim10-1 inh 9, UPR CHOP act 0.6, Mdm2-MdmX inh 62* and UPR XBP1 act 1.
For CCOC(=O)N1CCN(C(=O)CCCn2c(=S)[nH]c3ccc(Br)cc3c2=O)CC1 the results were TIM10 inh 5, tim23-1 inh 19, 697 NFkB inh -18, Jurkat NFkB inh -3, tim10-1 inh 19, UPR CHOP act -1.5, Mdm2-MdmX inh -13 and UPR XBP1 act -2.
Screening Cc1[nH]c2ccccc2c1N=Nc1cccc(C(=O)O)c1 returned TIM10 inh 14, tim23-1 inh 10, 697 NFkB inh -180, Jurkat NFkB inh -38, tim10-1 inh 4, UPR CHOP act 3.2, Mdm2-MdmX inh -113 and UPR XBP1 act 3.
COc1ccc(C(CNC(=O)c2cccc(S(=O)(=O)N3CCCC(C)C3)c2)N(C)C)cc1 (stereo unspecified) was read as TIM10 inh 11, tim23-1 inh 20, 697 NFkB inh -12, Jurkat NFkB inh 4, tim10-1 inh 12, UPR CHOP act -1.0, Mdm2-MdmX inh 18 and UPR XBP1 act 2.
COc1cc(C(=O)NC(=S)Nc2ccc([N+](=O)[O-])cc2C)cc(OC)c1OC was read as TIM10 inh 16, tim23-1 inh 7, 697 NFkB inh 28, Jurkat NFkB inh 6, tim10-1 inh 25, UPR CHOP act 0.7, Mdm2-MdmX inh 11 and UPR XBP1 act 11.
`Cc1ccc(/C=N\NC(=O)CC(=O)NCCc2ccccc2)cc1` gave TIM10 inh 6, tim23-1 inh 1, 697 NFkB inh 4, Jurkat NFkB inh -3, tim10-1 inh 2, UPR CHOP act 0.0, Mdm2-MdmX inh 11 and UPR XBP1 act -6.
For Cc1cc(NS(C)(=O)=O)c(=O)n(Cc2c(F)cccc2Cl)c1 the results were TIM10 inh -7, tim23-1 inh -2, 697 NFkB inh -7, Jurkat NFkB inh 3, tim10-1 inh -7, UPR CHOP act 2.7, Mdm2-MdmX inh -4 and UPR XBP1 act 1.
For CCn1c(-c2c(Cl)c(C)nn2C)n[nH]c1=S the results were TIM10 inh -8, tim23-1 inh 12, 697 NFkB inh 1, Jurkat NFkB inh 6, tim10-1 inh 12, UPR CHOP act -0.6, Mdm2-MdmX inh 0 and UPR XBP1 act -3.
For CCc1nnc(NC(=O)c2ccc(S(=O)(=O)NC3CCCCC3)cc2)s1 the results were TIM10 inh 19, tim23-1 inh 10, 697 NFkB inh 3, Jurkat NFkB inh 11, tim10-1 inh 15, UPR CHOP act 6.4, Mdm2-MdmX inh -14 and UPR XBP1 act 1.
For COC(=O)c1ccc(NC(=O)CCOc2ccccc2)cc1 the results were TIM10 inh -7, tim23-1 inh 12, 697 NFkB inh 3, Jurkat NFkB inh -12, tim10-1 inh -2, UPR CHOP act 1.0, Mdm2-MdmX inh -17 and UPR XBP1 act -2.
Screening O=C(CSC1=NCCS1)N1CCN(c2ccccc2)CC1 returned TIM10 inh 3, tim23-1 inh 7, 697 NFkB inh 11, Jurkat NFkB inh 4, tim10-1 inh -7, UPR CHOP act 1.8, Mdm2-MdmX inh 8 and UPR XBP1 act 0.
Screening COC(=O)c1cc2c(N)c(C(=O)c3ccccc3)sc2nc1C(OC)OC returned TIM10 inh -2, tim23-1 inh -7, 697 NFkB inh 17, Jurkat NFkB inh -3, tim10-1 inh -30, UPR CHOP act 2.2, Mdm2-MdmX inh -28 and UPR XBP1 act 4.
CC(=O)c1ccc(OCc2ccc(C(=O)c3ccccc3)cc2)cc1 was read as TIM10 inh -14, tim23-1 inh 4, 697 NFkB inh -7, Jurkat NFkB inh 3, tim10-1 inh 26, UPR CHOP act 0.7, Mdm2-MdmX inh -11 and UPR XBP1 act 1.

Part of the list above in order of count of non-hydrogen atoms, ascending.
For COC(=O)c1ccc(NC(=O)CCOc2ccccc2)cc1 the results were TIM10 inh -7, tim23-1 inh 12, 697 NFkB inh 3, Jurkat NFkB inh -12, tim10-1 inh -2, UPR CHOP act 1.0, Mdm2-MdmX inh -17 and UPR XBP1 act -2.
For CCc1nnc(NC(=O)c2ccc(S(=O)(=O)NC3CCCCC3)cc2)s1 the results were TIM10 inh 19, tim23-1 inh 10, 697 NFkB inh 3, Jurkat NFkB inh 11, tim10-1 inh 15, UPR CHOP act 6.4, Mdm2-MdmX inh -14 and UPR XBP1 act 1.
Screening COC(=O)c1cc2c(N)c(C(=O)c3ccccc3)sc2nc1C(OC)OC returned TIM10 inh -2, tim23-1 inh -7, 697 NFkB inh 17, Jurkat NFkB inh -3, tim10-1 inh -30, UPR CHOP act 2.2, Mdm2-MdmX inh -28 and UPR XBP1 act 4.

Next section
For O=C(O)CN1CCN(Cc2ccc(F)cc2Cl)C1=O the results were TIM10 inh -2, tim23-1 inh 1, 697 NFkB inh 8, Jurkat NFkB inh 3, tim10-1 inh 6, UPR CHOP act -0.9, Mdm2-MdmX inh -2 and UPR XBP1 act -1.
O=C(Nc1ccon1)c1sc2cc(Cl)ccc2c1Cl was read as TIM10 inh -11, tim23-1 inh -4, 697 NFkB inh -13, Jurkat NFkB inh -78, tim10-1 inh 8, UPR CHOP act 5.6, Mdm2-MdmX inh -20 and UPR XBP1 act 1.
Screening COc1ccc(-c2nc(N)ncc2-c2ccc(Cl)cc2)c(O)c1 returned TIM10 inh -5, tim23-1 inh 15, 697 NFkB inh -11, Jurkat NFkB inh 3, tim10-1 inh 20, UPR CHOP act -1.4, Mdm2-MdmX inh 17 and UPR XBP1 act 1.
For COC(=O)c1cccc(NC(=S)Nc2cccc(Cl)c2Cl)c1 the results were TIM10 inh 10, tim23-1 inh 7, 697 NFkB inh 14, Jurkat NFkB inh 3, tim10-1 inh 9, UPR CHOP act 0.2, Mdm2-MdmX inh 12 and UPR XBP1 act 0.
CCNCc1nc2cc(OC)c(OC)cc2c(=O)[nH]1 was read as TIM10 inh -3, tim23-1 inh -5, 697 NFkB inh 28, Jurkat NFkB inh 16, tim10-1 inh -7, UPR CHOP act 1.1, Mdm2-MdmX inh -12 and UPR XBP1 act -2.

Screening results (PubChem BioAssay)

Outcome played no part in choosing rows; overall some 6.6% were active at least once.
